RXFP1 antagonist: antagonists of human relaxin receptor RXFP1; Q9HBX9; HEK293-RXFP1, relaxin-stimulated cAMP HTRF, 30 min; stronger effect = lower value; activity change, negative = inhibition, % at 57.5 µM; 0.59% of 350,000 active; AID 1259400;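 active = activity change of -60% or lower, but not beyond a set lower limit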
Target sequence (Q9HBX9 whole entry, looked up): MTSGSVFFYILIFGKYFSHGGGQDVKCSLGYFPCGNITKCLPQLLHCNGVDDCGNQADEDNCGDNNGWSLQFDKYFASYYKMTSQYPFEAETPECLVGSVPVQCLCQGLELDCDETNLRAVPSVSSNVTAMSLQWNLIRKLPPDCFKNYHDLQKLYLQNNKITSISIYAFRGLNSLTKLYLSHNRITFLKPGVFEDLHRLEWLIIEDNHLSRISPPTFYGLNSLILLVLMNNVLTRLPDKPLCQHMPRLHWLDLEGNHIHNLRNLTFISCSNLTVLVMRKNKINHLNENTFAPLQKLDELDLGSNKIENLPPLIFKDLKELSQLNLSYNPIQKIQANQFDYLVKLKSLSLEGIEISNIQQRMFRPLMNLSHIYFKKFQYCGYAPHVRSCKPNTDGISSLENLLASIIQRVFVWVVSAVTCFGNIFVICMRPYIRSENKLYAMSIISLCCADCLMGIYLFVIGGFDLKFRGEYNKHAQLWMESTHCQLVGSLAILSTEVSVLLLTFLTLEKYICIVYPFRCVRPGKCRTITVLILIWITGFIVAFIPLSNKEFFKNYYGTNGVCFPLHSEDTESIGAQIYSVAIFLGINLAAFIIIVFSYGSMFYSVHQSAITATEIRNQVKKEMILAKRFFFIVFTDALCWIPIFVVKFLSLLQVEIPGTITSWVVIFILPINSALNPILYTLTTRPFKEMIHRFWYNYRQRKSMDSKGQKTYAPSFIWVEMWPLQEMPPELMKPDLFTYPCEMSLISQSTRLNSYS
* = called active by the depositor. % is scaled to controls: 0 for no effect and ±100 for the full control effect. Not all compounds are listed; rates above refer to the full screens.

SMILES	RXFP1 antagonist
CCOC(=O)C1C(=O)CC(C)(O)C(C(=O)OCC)C1c1ccc2c(c1)OCO2 (stereo not drawn)	1
COc1cc(C(=O)N[C@H](C(=O)NC2CCCc3ccccc32)C(C)C)cc(OC)c1OC (stereo partly drawn)	0
Cc1ccc(OCCSCc2nc3ccccc3[nH]2)cc1	-4
COc1ccc(S(=O)(=O)N2CCCOC2CNC(=O)C(=O)NCCO)cc1 (stereo not drawn)	-3
CCCCn1c(N)c(N(CCOC)C(=O)c2oc3c(Cl)cccc3c2C)c(=O)[nH]c1=O	-2
COC1=NC2=NCCN2C(OC)=N1	12
COc1cc(OC)cc(C(=O)N[C@H](C(=O)NC2=NCCS2)C(C)C)c1	4
CCOP(=O)(OCC)C(C#N)=C1SCN(c2ccccc2)CS1	-12
O=C(COC(=O)[C@H](Cc1ccccc1)NC(=O)c1ccco1)Nc1ccccc1OC(F)F	6
O=C(COC(=O)c1cccc(F)c1)Nc1ccc(Cl)cn1	4
CC(NC(=O)c1cccs1)c1ccc(Cl)cc1 (stereo not drawn)	18
C[C@H](CO)N1C[C@H](C)[C@H](CN(C)C(=O)N[C@H](C)c2ccccc2)OCc2ccccc2-c2c(n(C)c3ccccc23)C1=O	-1
COc1ccc(CNC(=O)C(=O)NCC2OCCN2S(=O)(=O)c2ccc(OC)cc2)cc1 (stereo not drawn)	-5
CCN1CCN(c2ccc(S(=O)(=O)N3CCCCC3)cc2NC(=O)/C=C/c2ccc(Cl)cc2)CC1	-15
O=C(N/C(=C/c1cccc(Br)c1)C(=O)N1CCOCC1)c1ccco1	2
COc1ccc(N2CCN(C(=O)COC(=O)c3cccc(OC)c3O)CC2)cc1	-27
C[C@H]1CN([C@@H](C)CO)C(=O)CCCn2nncc2CO[C@@H]1CN(C)C(=O)Nc1cccc2ccccc12	13
COc1ccc(S(N)(=O)=O)cc1C(=O)NNC(=O)C1COc2ccccc2O1 (stereo not drawn)	-6
COc1ccc(C(=O)Nc2nc(C)cs2)cc1S(=O)(=O)N1CCOCC1	4
CCN(CC)C(=O)C1=C(C)N(CCCN2CCCC2=O)C(=O)C(CC(=O)NC2CC2)C1 (stereo not drawn)	3
CC(=O)N1CCN(C(=O)CCCNC(=O)c2ccc(Cl)cc2)CC1	0
NC(=O)c1ccsc1NC(=O)CSc1n[nH]c(N)n1	-10
COc1ccc(NCCNc2ccc(OC)cc2)cc1	-12
COc1ccc(C(=O)N2CCN(S(=O)(=O)c3ccc(C)cc3C)CC2)cc1S(=O)(=O)N1CCOCC1	-6
COc1cc(OC)c(C(=O)OCC(=O)Nc2cccc(S(=O)(=O)NC3=NCCCCC3)c2)cc1OC	-4
CC1=C(C(=O)Nc2ccccc2)C(c2ccco2)NC(=O)N1 (stereo not drawn)	3
NC(=O)c1ccc(NC(=O)COC(=O)C23CC4CC(CC(C4)C2)C3)cc1	0
Nc1ccn([C@@H]2O[C@H](CNCc3cccc4c3sc3ccccc34)[C@@H](O)[C@H]2O)c(=O)n1	5
CCCn1c(C)c(C(=O)OCC)c(O)c(-c2ccccc2)c1=O	-4
C[C@@H]1CN([C@@H](C)CO)C(=O)CCCn2nncc2CO[C@H]1CN(C)C(=O)c1ccncc1	-7
O=c1c(-c2nnc(SCc3ccc(Cl)cc3Cl)o2)cccn1Cc1ccccc1	0
COc1ccc(NC(=O)C23CC4CC(CC(Cl)(C4)C2)C3)cc1S(=O)(=O)N1CCOCC1	8
Cc1ccc(NC(=O)CN2CCCC2c2cccn2C)cc1C (stereo not drawn)	0
Cc1onc(-c2c(F)cccc2Cl)c1C(=O)OCC(=O)Nc1cccc(S(=O)(=O)N(C)C)c1	-1
Cc1ccc(C)c(N(CC(=O)N2CCc3ccccc3C2)S(C)(=O)=O)c1	-6
CC(=O)Nc1ccc(C(=O)Nc2cc(S(=O)(=O)N3CCOCC3)ccc2N2CCOCC2)cc1	-10
CCN(c1ccccc1)S(=O)(=O)c1ccc(Oc2ccccc2)c(N)c1	-17
CCN1CCN(c2ccc(S(=O)(=O)N3CCCCC3)cc2NC(=O)CCNC(C)=O)CC1	-6
CCOCCOC(=O)c1ccc(NC(=O)c2cc3ccccc3o2)cc1	-11
O=S(=O)(c1ccc2ccccc2c1)N1CCN(c2ccc(O)cc2)CC1	1
O=C(Nc1cccc(S(=O)(=O)NCc2ccco2)c1)c1cccc(Cl)c1	4
CC(C)(C)NC(=O)C(c1ccco1)N(C(=O)Cn1nnc(-c2ccc(F)cc2)n1)c1ccccc1 (stereo not drawn)	-4
COc1ccc(C(=O)OCC(=O)NCCN2C(=O)CSC2=O)cc1[N+](=O)[O-]	9
O=C(Nc1ccc(OC(F)F)cc1)c1cc(S(=O)(=O)N2CCOCC2)ccc1N1CCCC1	1
O=C(O)CCc1nc2ccccc2[nH]1	11
Cc1ccc([C@H]2N[C@]3(CCCN(CC4CCCCC4)C3=O)[C@H]3C(=O)N(Cc4ccccc4)C(=O)[C@@H]23)cc1	4
COc1cc(C=NCc2ccccc2)ccc1O	14
O=C1NC(Cc2ccccc2)c2nc3ccc(Br)cc3c(=O)n2-c2cc3ccccc3cc21 (stereo not drawn)	-6
Cc1cc(O)cc2c1C1CCC3(C)C(=O)CCC3C1C=C2 (stereo not drawn)	-3
N#Cc1ccc(CCc2ccccc2)[nH]c1=O	-7
Cc1cccn2c(=O)c3cc(C(=O)NCc4ccccc4)c(=N)n(CCCN4CCOCC4)c3nc12	-4
CC(=O)c1ccccc1NC(=O)CN1C(=O)NC2(CCCCCCC2)C1=O	0
CN(C)S(=O)(=O)c1cccc(C(=O)N2CCN(S(=O)(=O)c3ccc4c(c3)OCCO4)CC2)c1	6
COc1cc(/C=C2/SC(=S)N(CCC(=O)Nc3cccnc3)C2=O)cc(OC)c1OC	0
CCCCN(CC)C(=O)C1CCC(=O)N(c2ccc(OC)cc2)C1c1ccc(OC)c(OC)c1 (stereo not drawn)	-3
O=C(NCc1cccnc1)C1C2C=CC(C2)C1C(=O)Nc1cccc(C(F)(F)F)c1 (stereo not drawn)	-3
O=[N+]([O-])c1cc(-c2cccnc2)n[nH]1	0
COc1ccc(OC)c(NC(=O)Nc2c(O)ccc3ccccc23)c1	-3
COc1ccc(/C=C/C(=O)OCC(=O)NC(C)CCc2ccccc2)cc1OC (stereo not drawn)	-2
COc1cc(C=CC(=O)N2CCN(CC(=O)N3CCCC3)CC2)cc(OC)c1OC	1

Remaining list, next part
SMILES	RXFP1 antagonist
Cc1ccc(Cn2nc(-c3ccccc3)nc2-c2ccccc2)cc1	-11
Cc1ccc(C(=O)C(=O)O)cc1C	-8
O=C(NCCCc1ccccc1)C(=O)NCC1OCCN1S(=O)(=O)c1cc(F)ccc1F (stereo not drawn)	-2
CCC1(C)Cc2c(C#N)c(SC)nc(N3CCOCC3)c2CO1 (stereo not drawn)	3
NC(=O)C1CCN(CC(=O)Nc2ccc3c(c2)OCO3)CC1	3
Cc1cc(C(=O)OC(C)C(=O)NC2CCCCC2C)c2ccccc2n1 (stereo not drawn)	4
O=C(Nc1cccc2c1CCCC2)c1ccc(F)cc1	-11
Cc1ccc2nc(COC(=O)c3cccnc3Cl)cc(=O)n2c1	10
CCC1C(c2ccccc2)=CCC(C(=O)O)C1C (stereo not drawn)	-12
O=C(OCc1cn([C@H]2C[C@H](c3ccc(Cl)cc3)N(CC3CCCCC3)C[C@@H]2O)nn1)c1ccccc1	-1
CCOC(=O)C1CC(CN2C(=O)c3ccccc3C2=O)OC1=O (stereo not drawn)	5
O=C(c1cccc(S(=O)(=O)N2CCc3ccccc32)c1)N1CCN(CCO)CC1	-5

Some of these compounds in order of the RXFP1 antagonist value, highest first:
SMILES	RXFP1 antagonist
COc1ccc(NC(=O)C23CC4CC(CC(Cl)(C4)C2)C3)cc1S(=O)(=O)N1CCOCC1	8
Cc1cc(O)cc2c1C1CCC3(C)C(=O)CCC3C1C=C2 (stereo not drawn)	-3
COc1ccc(N2CCN(C(=O)COC(=O)c3cccc(OC)c3O)CC2)cc1	-27

Next compounds follow.
SMILES	RXFP1 antagonist
Cc1ccc(OC(C)C(=O)Nc2cccc(S(=O)(=O)N3CCCCCC3)c2)cc1 (stereo not drawn)	-1
CN(CCOc1ccc(Cl)cc1)C(=O)c1cccc(S(=O)(=O)N2CCN(c3ccccc3)CC2)c1	6
CN(CC(=O)Nc1ccccc1Br)C(=O)C1CCN(C(=O)c2ccc(Cl)cc2)CC1	-16
O=C(c1ccco1)N1CCN(C2CN(Cc3ccc([N+](=O)[O-])cc3)S(=O)(=O)C2)CC1 (stereo not drawn)	7
COc1ncccc1C(=O)N1CCCC(C(=O)Nc2cccc(-c3ccc(F)cc3)c2)C1 (stereo not drawn)	-2
Cc1cc(NC(=O)CSc2n[nH]c(-c3ccccc3Br)n2)no1	-3
Cc1ccccc1C(=O)N[C@H](C(=O)OCC(=O)NC1CC1)C(C)C	-3
CCOc1ccc(NC(=O)CN(C)C(=O)c2cc3c(s2)CCC3)cc1OCC	-2
COc1cc([N+](=O)[O-])ccc1-c1ccc(/C=C2\C(=O)ON=C2c2ccccc2)o1	-6
COc1cc(C2c3cc4c(cc3CC3COC(=O)N32)OCO4)cc(OC)c1OC (stereo not drawn)	-2
CCC(=O)N1CCN(c2cc3c(cc2F)c(=O)c(C(=O)O)cn3CC)CC1	-11
COc1ccc(C)cc1NC(=O)C1CC(=O)N(CCc2ccc(F)cc2)C1 (stereo not drawn)	-15
CCOC(=O)c1cnn2c(SC)ncnc12	17
COc1ccccc1-c1cnc2c(c1)C(=O)N([C@@H](C)CO)C[C@@H](C)[C@@H](CN(C)C(C)=O)O2	0
Cc1ccc(C(=O)OCC(=O)NCc2ccccc2)s1	2
CC1Cc2ccccc2N1C(=O)CSc1ccccn1 (stereo not drawn)	2
O=C(/C=C/c1ccc([N+](=O)[O-])cc1)Nc1cccc(S(=O)(=O)NC2=NCCCCC2)c1	1
COc1cccc(NC(=O)CN(C)C(=O)c2ccc(NC(=O)CC3SC(N4CCCC4)=NC3=O)cc2)c1 (stereo not drawn)	-8
C#CC1(N2CCCCC2)CCCCC1	8
Brc1cccc(CNn2cnnc2)c1	-10
Cc1cc2c(cc(C(=O)OC(C)C(=O)NCc3ccc(F)cc3)n2C)o1 (stereo not drawn)	-6
COC1CCC2(C)C(=CCC3C4CC(O)CC4(C)CCC32)C1 (stereo not drawn)	-8
Cc1ccc2c(C)nc(Nc3nc(CSc4nc5ccccc5s4)cc(=O)[nH]3)nc2c1	-10
CC(OC(=O)[C@H](C)N=C1NS(=O)(=O)c2ccccc21)C(=O)Nc1ccc(F)c(F)c1F (stereo partly drawn)	5
O=C(CCOc1ccccc1)NNC(=O)c1ccccc1	10
C[C@H](CO)N1C[C@H](C)[C@H](CN(C)S(=O)(=O)c2ccc(F)cc2)OCc2cnnn2CCCC1=O	8
CC(C#N)(NC(=O)CN1CCN(S(=O)(=O)c2cccc(F)c2)CC1)C1CC1 (stereo not drawn)	6
CCCn1c(N)c(N(CCOC)C(=O)c2ccc(S(=O)(=O)N3CCOCC3)cc2)c(=O)[nH]c1=O	-11
Cn1c(NCC(O)c2ccccc2)nc2c1c(=O)n(Cc1ccc(Cl)c(Cl)c1)c(=O)n2C (stereo not drawn)	-14
Cn1c(=O)c(-c2cccc(Cl)c2)c(O)c2ccccc21	-8
Nc1c(N(CCCO)C(=O)C2CCCCC2)c(=O)[nH]c(=O)n1Cc1ccccc1	-2
O=C1C2C3C=CC(C3)C2C(=O)N1c1ncc([N+](=O)[O-])s1 (stereo not drawn)	1
COc1cc(C=O)ccc1OC(=O)Nc1ccccc1	-10
COc1ccc(CN2CCN(S(=O)(=O)c3ccccc3)CC2)c(OC)c1OC	-4
C[C@@]12CCC[C@H]1[C@@H]1CC[C@H]3C[C@@H](O)CC[C@]3(C)[C@H]1CC2	5
Cc1ccc(NC(=O)CN(C)C(=O)C2CSC3(C)CCC(=O)N23)cc1 (stereo not drawn)	0

Of the compounds above, 6 have a nitro group on carbon:
SMILES	RXFP1 antagonist
COc1ccc(C(=O)OCC(=O)NCCN2C(=O)CSC2=O)cc1[N+](=O)[O-]	9
O=[N+]([O-])c1cc(-c2cccnc2)n[nH]1	0
O=C(c1ccco1)N1CCN(C2CN(Cc3ccc([N+](=O)[O-])cc3)S(=O)(=O)C2)CC1 (stereo not drawn)	7
COc1cc([N+](=O)[O-])ccc1-c1ccc(/C=C2\C(=O)ON=C2c2ccccc2)o1	-6
O=C(/C=C/c1ccc([N+](=O)[O-])cc1)Nc1cccc(S(=O)(=O)NC2=NCCCCC2)c1	1
O=C1C2C3C=CC(C3)C2C(=O)N1c1ncc([N+](=O)[O-])s1 (stereo not drawn)	1

Returning to the listing, repeating the 5 entries before the break.
SMILES	RXFP1 antagonist
O=C1C2C3C=CC(C3)C2C(=O)N1c1ncc([N+](=O)[O-])s1 (stereo not drawn)	1
COc1cc(C=O)ccc1OC(=O)Nc1ccccc1	-10
COc1ccc(CN2CCN(S(=O)(=O)c3ccccc3)CC2)c(OC)c1OC	-4
C[C@@]12CCC[C@H]1[C@@H]1CC[C@H]3C[C@@H](O)CC[C@]3(C)[C@H]1CC2	5
Cc1ccc(NC(=O)CN(C)C(=O)C2CSC3(C)CCC(=O)N23)cc1 (stereo not drawn)	0
CN(Cc1cccc(Cl)c1Cl)C(=O)c1ccccc1SCC(=O)N1CCCC1	-13
Fc1ccccc1CSc1ncnc2c1ncn2C1CCCO1 (stereo not drawn)	15
CC(=O)Nc1ccc(C=NN=C2c3ccccc3-c3ccccc32)cc1	-7
COc1ccc(NC(=O)N(C)C[C@H]2OCCCC[C@H](C)Oc3ccc(NS(=O)(=O)c4cn(C)cn4)cc3C(=O)N([C@H](C)CO)C[C@@H]2C)cc1	6
O=C(COC(=O)c1ccccc1NCCO)Nc1ccc(S(=O)(=O)NC2=NCCCCC2)cc1	0
O=C(O)/C(=C/c1ccc(Cl)c([N+](=O)[O-])c1)c1ccc(S(=O)(=O)N2CCCCC2)s1	-17
O=C(COc1ccc(-c2ccccc2)cc1)N/N=C/c1ccccc1Br	-23
Cc1ccc(NC(=O)CN(C)C(=O)COc2cccc3ccc(C)nc23)cc1	2
CCCCn1c(N)c(N(CCOC)C(=O)CCNC(=O)NC23CC4CC(CC(C4)C2)C3)c(=O)[nH]c1=O	3
CCN(C(=O)COC(=O)c1cccc2ccccc12)c1c(N)n(Cc2ccccc2)c(=O)[nH]c1=O	1

Source: PubChem
